Screening data deposited in PubChem by several laboratories.
HEK293 NOD2/NF-kB = inhibition of NOD2-driven NF-kB reporter – cell-based, luminescence, uHTS, HEK293 (AID 1566) | HEK293 NOD2/NF-kB luciferase reporter, luminescence; higher % means a stronger effect | one-dose inhibition, % at 4 µM; EC50 in µM for titrated hits | 290,000 tested, 0.63% active; further: many of its hits are not listed in these tables
ER stress rescue = protection against thapsigargin-triggered cell killing – 384-well, CSM14.1, ATP luminescence, primary screen (AID 1222); one-dose cellular ATP content (survival), % at 20 µM; EC50 in µM for titrated hits; 190,000 tested, under 10 active; CSM14.1 thapsigargin-induced death rescue, ATP luminescence; higher % means a stronger effect;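 active means EC50 below 50 µM in the dose-response confirmation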;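 further: death triggered by thapsigargin at about 15 µM added after 2 h compound pretreatment; cell ATP read after overnight thapsigargin exposure of roughly 18 to 22 hours; normalized against plate controls of thapsigargin alone and 5% DMSO vehicle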
LYP phosphatase = inhibitors of LYP phosphatase, biochemical, fluorescence intensity, uHTS (AID 1779); inhibition, % at 11.5 µM, or IC50 in µM where a hit was titrated; recombinant LYP phosphatase, fluorescence intensity; higher % means a stronger effect; 290,000 tested, 0.054% active;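 further: plate controls were vehicle with enzyme for no effect and no enzyme for full effect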
SIAH1 antagonists = blockers of Siah-1 interaction with plectin peptide – biochemical, fluorescence polarization, rhodamine-plectin, uHTS, primary screen (AID 1817) | Siah-1 / rhodamine-plectin peptide fluorescence polarization; higher % means a stronger effect | displacement, % at 20 µM; hits with a dose series show IC50 in µM | 290,000 tested, 0.02% active;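 active means displacement of at least 50% at 20 µM, with a fluorescence ratio check between 0.3 and a set limit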;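 further: plate controls were Siah plus tracer with DMSO for no effect and tracer alone without Siah for full effect; strong numbers were not always called active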
P. falciparum M1AAP = P. falciparum M1AAP inhibitors, biochemical, fluorogenic H-Leu-NHMec substrate, 1536-well (AID 1445); recombinant M1AAP, H-Leu-NHMec fluorogenic kinetic assay; higher % means a stronger effect; inhibition, % at 30 µM; hits with a dose series show IC50 in µM; 220,000 tested, 0.42% active;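 active means primary inhibition above the hit cutoff, then over 50% inhibition at one or more dose response concentrations, cut at about 23% in these data, passing the limit was not always enough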;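 further: plate controls were DMSO full reaction for no effect and no enzyme background for full effect; strong numbers were not always called active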
M17LAP inhibition = P. falciparum M17LAP inhibitors, primary screen, biochemical, fluorogenic H-Leu-NHMec substrate, 1536-well (AID 1619). 220,000 tested, 0.38% active. recombinant M17LAP, H-Leu-NHMec fluorogenic kinetic assay; higher % means a stronger effect. inhibition, % at 30 µM, or IC50 in µM where a hit was titrated;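 active means compound inhibiting the enzyme by more than half at any dose during confirmatory dose-response retesting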;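 further: plate controls were full reaction with DMSO carrier for no effect and no enzyme background for full effect; strong numbers were not always called active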
AID2073 = disruptors of CaV2.2 binding to Mint1 – biochemical, HTRF (AID 2073); 290,000 tested, 0.19% active; HTRF protein-protein interaction, Mint1-CaV2.2; higher % means a stronger effect; one-dose inhibition, % at 20 µM; IC50 in µM for titrated hits; in the data active means inhibition mostly above about 51%, no sharp cut-off; further: some results filed as inactive read as strong as hits
Hep lipid drop = modulators of hepatic lipid droplet formation | AML12 mouse hepatocytes, oleate lipid droplets, BODIPY imaging | inhibition, % at 6.5 µM | 240,000 tested, 0.4% active;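 active means lipid droplet intensity inhibited by at least 50%, with more than 500 cells counted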
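material = mouse AML12 hepatocyte cell line, fixed after treatment | also added = 100 µM oleic acid challenge | doses = compound at 6.5 µM only | schedule = overnight exposure | technique = Image-based BODIPY and DAPI two-channel analysis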
XIAP displacement = XIAP antagonists, biochemical, IAP family, fluorescence polarization (AID 1018); XIAP BIR domain, fluorescence polarization peptide displacement; higher % means a stronger effect; 200,000 tested, 0.007% active; one-dose displacement, % at 20 µM; IC50 in µM for titrated hits; in the data active means displacement above about 50%; further: a part of the inactive calls stands beside numbers as strong as those of hits
Hep lipid drop cells 6.5 µM = recorded beside Hep lipid drop, whose call it bears; cell count; measured here: cell count, cytotoxicity flag;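 cells counted across two imaged fields per well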
An asterisk follows results filed as active. Unless noted, no stated cut-off is given here; in the data, active means inhibition above about 50%; inactive means the rest. A portion of the library; count on the stated rates, not on these rows.

For CC(C)[C@H](NC(=O)c1ccco1)C(=O)OCc1cc(=O)n2c(n1)sc1ccccc12 the results were HEK293 NOD2/NF-kB -8%, ER stress rescue -1.0%, LYP phosphatase -1%, SIAH1 antagonists 26%, P. falciparum M1AAP 5%, M17LAP inhibition -3%, AID2073 39%, Hep lipid drop 12, XIAP displacement -1.8% and Hep lipid drop cells 6.5 µM 702.
For COCC(=O)N(Cc1cc2ccc(C)cc2[nH]c1=O)c1ccc(C)cc1C the results were HEK293 NOD2/NF-kB 1%, LYP phosphatase -3%, SIAH1 antagonists -2%, AID2073 22%, Hep lipid drop -1 and Hep lipid drop cells 6.5 µM 857.
Cc1ccc(S(=O)(=O)N2CCCCC2C(=O)N2CCN(C)CC2)cc1 (stereo not drawn) was read as HEK293 NOD2/NF-kB 13%, ER stress rescue 0.3%, LYP phosphatase 4%, SIAH1 antagonists -5%, P. falciparum M1AAP 1%, M17LAP inhibition 9%, AID2073 -9%, Hep lipid drop 2, XIAP displacement -4.6% and Hep lipid drop cells 6.5 µM 745.
CCN(CC)CCN(C(=O)CCS(=O)(=O)c1ccccc1)c1nc2cc(C)cc(C)c2s1 was read as HEK293 NOD2/NF-kB -9%, LYP phosphatase -9%, SIAH1 antagonists 8%, AID2073 0%, Hep lipid drop -2 and Hep lipid drop cells 6.5 µM 838.
For Cc1nn(-c2ccccc2)c2sc(C(=O)NCCN3CCOCC3)cc12 the results were HEK293 NOD2/NF-kB -22%, ER stress rescue -0.6%, LYP phosphatase -7%, SIAH1 antagonists 2%, P. falciparum M1AAP 0%, M17LAP inhibition 2%, AID2073 5% and XIAP displacement -2.3%.
COCCN(Cc1cc2ccccc2[nH]c1=O)C(=O)c1ccccc1OC was read as HEK293 NOD2/NF-kB 11%, ER stress rescue 1.2%, LYP phosphatase 6%, SIAH1 antagonists 0%, P. falciparum M1AAP -2%, M17LAP inhibition 56%, AID2073 -1%, Hep lipid drop 12, XIAP displacement -16% and Hep lipid drop cells 6.5 µM 810.
`O=C(c1ccccc1)c1cc[n+]([O-])cc1` gave HEK293 NOD2/NF-kB 3%, ER stress rescue -2.9%, LYP phosphatase -7%, SIAH1 antagonists -4%, P. falciparum M1AAP 3%, M17LAP inhibition 24%, AID2073 -1%, Hep lipid drop -6, XIAP displacement -9.1% and Hep lipid drop cells 6.5 µM 710.
Screening COc1ccc(-c2nnc(CSc3nc4ccccc4c(=O)n3CC3CCCO3)o2)cc1OC (stereo not drawn) returned HEK293 NOD2/NF-kB 7%, LYP phosphatase -1%, SIAH1 antagonists -1%, P. falciparum M1AAP 4%, M17LAP inhibition 10%, AID2073 5%, Hep lipid drop -3 and Hep lipid drop cells 6.5 µM 628.
CC1=NN(C(=O)Cc2ccccc2)C(O)(c2ccccc2)C1 (stereo not drawn) was read as HEK293 NOD2/NF-kB 4%, ER stress rescue 0.2%, LYP phosphatase -7%, SIAH1 antagonists -3%, P. falciparum M1AAP 6%, M17LAP inhibition 17%, AID2073 -2%, Hep lipid drop -47, XIAP displacement 1.2% and Hep lipid drop cells 6.5 µM 704.
Cc1ccc(NS(=O)(=O)c2cc(C(=O)Nc3cccc(N(C)S(C)(=O)=O)c3)ccc2C)c(C)c1 was read as HEK293 NOD2/NF-kB 26%, ER stress rescue 0.9%, LYP phosphatase 4%, SIAH1 antagonists 11%, P. falciparum M1AAP 6%, M17LAP inhibition 31%, AID2073 2%, Hep lipid drop -13, XIAP displacement -4.2% and Hep lipid drop cells 6.5 µM 669.

Brought forward from above: 2 compounds, followed by the next part.
CC1=NN(C(=O)Cc2ccccc2)C(O)(c2ccccc2)C1 (stereo not drawn) was read as HEK293 NOD2/NF-kB 4%, ER stress rescue 0.2%, LYP phosphatase -7%, SIAH1 antagonists -3%, P. falciparum M1AAP 6%, M17LAP inhibition 17%, AID2073 -2%, Hep lipid drop -47, XIAP displacement 1.2% and Hep lipid drop cells 6.5 µM 704.
Cc1ccc(NS(=O)(=O)c2cc(C(=O)Nc3cccc(N(C)S(C)(=O)=O)c3)ccc2C)c(C)c1 was read as HEK293 NOD2/NF-kB 26%, ER stress rescue 0.9%, LYP phosphatase 4%, SIAH1 antagonists 11%, P. falciparum M1AAP 6%, M17LAP inhibition 31%, AID2073 2%, Hep lipid drop -13, XIAP displacement -4.2% and Hep lipid drop cells 6.5 µM 669.
`CCOC(=O)c1ccc(CNC(=O)CCC(=O)O)cc1` gave HEK293 NOD2/NF-kB 16%, ER stress rescue 0.7%, LYP phosphatase -13%, SIAH1 antagonists 1%, P. falciparum M1AAP 10%, M17LAP inhibition 7%, AID2073 3%, Hep lipid drop -7, XIAP displacement -3.5% and Hep lipid drop cells 6.5 µM 781.
`CC(=O)Nc1ccc(S(=O)(=O)NCCc2csc(C)n2)cc1` gave HEK293 NOD2/NF-kB 21%, ER stress rescue -1.9%, LYP phosphatase -6%, SIAH1 antagonists 2%, P. falciparum M1AAP -9%, M17LAP inhibition 19%, AID2073 11%, Hep lipid drop 1, XIAP displacement -14% and Hep lipid drop cells 6.5 µM 766.
`CCOC(=O)N1CCN(Cc2nc3cc(NC(=O)C(C)C)ccc3n2C)CC1` gave HEK293 NOD2/NF-kB 2%, LYP phosphatase -2%, SIAH1 antagonists -1%, AID2073 14%, Hep lipid drop 20 and Hep lipid drop cells 6.5 µM 861.
CC1CCN(c2nc3c(c(=O)n(C)c(=O)n3C)n2CCSc2nc3ccccc3o2)CC1 was read as HEK293 NOD2/NF-kB 5%, LYP phosphatase 0%, SIAH1 antagonists 7%, P. falciparum M1AAP -1%, M17LAP inhibition 1%, AID2073 9%, Hep lipid drop 1, XIAP displacement -9.0% and Hep lipid drop cells 6.5 µM 706.
For CCCCCOc1ccc(C(=O)CCN2CCOCC2)cc1 the results were HEK293 NOD2/NF-kB -13%, LYP phosphatase -5%, SIAH1 antagonists 5%, AID2073 10%, Hep lipid drop 6 and Hep lipid drop cells 6.5 µM 823.
For O=C1/C(=C\c2ccco2)SC(=S)N1C1CCS(=O)(=O)C1 (stereo not drawn) the results were HEK293 NOD2/NF-kB 29%, LYP phosphatase 0%, SIAH1 antagonists 7%, P. falciparum M1AAP 1%, M17LAP inhibition 3%, AID2073 -3%, Hep lipid drop 12 and Hep lipid drop cells 6.5 µM 777.
Screening COc1ccccc1N(C(=O)c1ccco1)C(C(=O)NC1CCCC1)c1ccc(N2CCOCC2)cc1 (stereo not drawn) returned HEK293 NOD2/NF-kB 7%, LYP phosphatase -11%, SIAH1 antagonists 0%, AID2073 3%, Hep lipid drop 1 and Hep lipid drop cells 6.5 µM 816.
Screening Cc1noc(C)c1S(=O)(=O)N1CCC(Cc2ccccc2)CC1 returned HEK293 NOD2/NF-kB 3%, ER stress rescue -0.4%, LYP phosphatase 0%, SIAH1 antagonists 9%, P. falciparum M1AAP 13%, M17LAP inhibition -5%, AID2073 -4% and XIAP displacement -6.8%.
Screening O=C(O)Cn1c(-c2ccccc2)cc2ccccc21 returned HEK293 NOD2/NF-kB -7%, LYP phosphatase -8%, SIAH1 antagonists -1%, AID2073 10%, Hep lipid drop -3 and Hep lipid drop cells 6.5 µM 841.
O=C(CSc1nnc(C2COc3ccccc3O2)o1)N1CCCCC1 (stereo not drawn) was read as HEK293 NOD2/NF-kB -7%, ER stress rescue -1.7%, LYP phosphatase -4%, SIAH1 antagonists 0%, P. falciparum M1AAP 2%, M17LAP inhibition -2%, AID2073 -10% and XIAP displacement -1.5%.
Cc1ccc(S(=O)(=O)NCC(=O)N/N=C/c2ccc(Cl)cc2Cl)cc1 was read as HEK293 NOD2/NF-kB 4%, ER stress rescue -3.1%, LYP phosphatase 3%, SIAH1 antagonists 1%, P. falciparum M1AAP 10%, M17LAP inhibition 0%, AID2073 30%, Hep lipid drop 8, XIAP displacement -5.3% and Hep lipid drop cells 6.5 µM 653.
For O=C(/C=C/c1ccccc1Cl)c1cccnc1 the results were HEK293 NOD2/NF-kB 18%, ER stress rescue -0.7%, LYP phosphatase -10%, SIAH1 antagonists -4%, P. falciparum M1AAP 3%, M17LAP inhibition -4%, AID2073 -15%, Hep lipid drop 11, XIAP displacement -2.5% and Hep lipid drop cells 6.5 µM 733.
`O=[N+]([O-])c1cccc(-c2nnc(-c3ccccc3)o2)c1` gave HEK293 NOD2/NF-kB -45%, ER stress rescue -0.4%, LYP phosphatase -4%, SIAH1 antagonists -5%, AID2073 -10%, Hep lipid drop 13, XIAP displacement 17% and Hep lipid drop cells 6.5 µM 747.
Screening O=C(CCCN1CCOC(c2ccccc2)C1)c1ccc(F)cc1 (stereo not drawn) returned HEK293 NOD2/NF-kB 5%, LYP phosphatase -11%, SIAH1 antagonists 8%, AID2073 -18%, Hep lipid drop -1 and Hep lipid drop cells 6.5 µM 830.
For COC(=O)Nc1ccc(S(=O)(=O)Nc2ccc(O)cc2)cc1 the results were HEK293 NOD2/NF-kB 16%, ER stress rescue -0.6%, LYP phosphatase -5%, SIAH1 antagonists -5%, P. falciparum M1AAP 8%, M17LAP inhibition 5%, AID2073 -14%, Hep lipid drop 0, XIAP displacement -1.3% and Hep lipid drop cells 6.5 µM 767.
Screening COc1ccc2[nH]c(CN3CCC(CO)(CCOc4ccccc4)CC3)c(C)c2c1 returned HEK293 NOD2/NF-kB -37%, ER stress rescue -2.6%, LYP phosphatase -3%, SIAH1 antagonists -1%, P. falciparum M1AAP 4%, M17LAP inhibition 4%, AID2073 32%, Hep lipid drop 12, XIAP displacement -3.9% and Hep lipid drop cells 6.5 µM 684.
Screening Cc1cc(C)cc(C(=O)Nn2cnnc2)c1 returned HEK293 NOD2/NF-kB 6%, LYP phosphatase -8%, SIAH1 antagonists 6%, AID2073 11%, Hep lipid drop -4 and Hep lipid drop cells 6.5 µM 830.
`CC(C)(C)C(O)CN1CCCC1` (stereo not drawn) gave HEK293 NOD2/NF-kB 17%, ER stress rescue -0.3%, LYP phosphatase -6%, SIAH1 antagonists -3%, P. falciparum M1AAP 2%, M17LAP inhibition 4%, AID2073 1%, Hep lipid drop -2, XIAP displacement -6.3% and Hep lipid drop cells 6.5 µM 720.
Screening COc1ccc(N2CCN(C(=O)C(NC(=O)c3c(F)cccc3F)C(C)C)CC2)cc1 (stereo not drawn) returned HEK293 NOD2/NF-kB -8%, LYP phosphatase -5%, SIAH1 antagonists 0%, AID2073 -3%, Hep lipid drop 15 and Hep lipid drop cells 6.5 µM 755.
For CCOC(=O)c1nnn(-c2nonc2N)c1-c1ccc(Cl)cc1 the results were HEK293 NOD2/NF-kB -18%, ER stress rescue 0.1%, LYP phosphatase -2%, SIAH1 antagonists -1%, P. falciparum M1AAP -2%, M17LAP inhibition 0%, AID2073 3%, Hep lipid drop 0, XIAP displacement -7.2% and Hep lipid drop cells 6.5 µM 720.
